mIAP act – activators of mouse IAP, primary screen, biochemical, luminescence, uHTS; muIAP, CDP-Star luminescence, 30 min; stronger effect = higher value; 1 = vehicle-only enzyme signal, 0 = enzyme-free wells; intestinal alkaline phosphatase [Mus musculus]; AID 2805, 2010; hit rate 0.24% among 330,000; activation factor at 10 µM;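 active = activation factor of at least 2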; note: the source names both 10 and 20 µM as test concentration; values of inactives mirror those of a sister screen read the other way
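Assay system: mouse IAP enzyme; reagent: chemiluminescent substrate CDP-Star; dosing: test compounds delivered from DMSO solution; schedule: 30 min at room temperature; measured by: luminescence from enzymatic CDP-Star hydrolysis; controls: DMSO-only wells and no-enzyme negative control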
PfG6PD inh – PfG6PD enzyme inhibitors, primary screen, biochemical, fluorescence intensity, uHTS | glucose-6-phosphate dehydrogenase-6-phosphogluconolactonase (Plasmodium falciparum 3D7) | inhibition, % at 20 µM | hit rate 0.78% among 350,000 | PfGluPho enzyme, NADPH resazurin-diaphorase fluorescence;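 active = inhibition reaching at least a set limit at 20 µM in the primary screen, cut at about 59% in these data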;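 note: 0% = DMSO wells with substrate and 100% = DMSO wells lacking glucose-6-phosphate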
HKDC1 inhibitor – HKDC1 hexokinase inhibitors, primary screen, biochemical, fluorescence, uHTS | Q2TB90 | recombinant HKDC1, G6PDH/diaphorase resazurin coupled fluorescence | inhibition, % at 20 µM | hit rate 0.16% among 340,000 | AID 493160, 2011;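 active = inhibition above about 35% when tested at 20 µM, limit read from the data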;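 note: plate controls were DMSO wells with enzyme for no effect and DMSO wells lacking enzyme for full effect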
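Incubation: 90 min at room temperature in dark / Material: recombinant HKDC1 (HK5) hexokinase enzyme, produced in-house / Quantity: enzyme 5 µg/mL final / Compound: one dose of 20 µM, 1% DMSO / Reagent: glucose and ATP substrates / Buffer or medium: Tris pH 8.0 buffer with MgCl2, Tween-20, BSA, BME / Technique: resorufin fluorescence at 613 nm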
APOBEC3A inh – APOBEC3A ssDNA deaminase inhibitors, primary screen, selectivity assay for APOBEC3G inhibitor project, biochemical, FAM/TAMRA oligo cleavage fluorescence; hit rate 0.41% among 330,000; AID 493011, 2011; inhibition, % at 20 µM; recombinant A3A, FAM/TAMRA ssDNA deamination fluorescence;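 active = at least 40% inhibition at 20 µM here, with at most 30% in a related deaminase screen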;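 note: plate controls were A3A with DMSO for no effect and wells lacking A3A enzyme for full effect; some results filed as inactive read as strong as hits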
Target sequence (P31941 whole entry, looked up): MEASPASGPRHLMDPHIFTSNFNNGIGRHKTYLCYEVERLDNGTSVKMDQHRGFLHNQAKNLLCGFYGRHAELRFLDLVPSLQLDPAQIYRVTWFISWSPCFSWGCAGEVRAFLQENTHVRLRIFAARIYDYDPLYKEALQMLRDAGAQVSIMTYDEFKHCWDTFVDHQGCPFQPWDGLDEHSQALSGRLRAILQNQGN
hIAP inh – human IAP inhibitors, primary screen, biochemical, luminescence, uHTS. Intestinal-type alkaline phosphatase (Homo sapiens), P09923. hit rate 0.12% among 330,000. inhibition, % at 10 µM. AID 2544, 2010. purified IAP, CDP-Star luminescence, 30 min;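 active = inhibition reaching a set limit with compound at 10 µM in the primary screen, cut at about 35% in these data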;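 note: plate controls were DMSO wells with enzyme for no effect and no-enzyme buffer wells for full effect; values of inactives mirror those of a sister screen read the other way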
ATG4B inhibitor – ATG4B protease inhibitors, primary screen, biochemical, fluorescence, uHTS; Cysteine protease ATG4B (Homo sapiens), Q9Y4P1; ATG4B cleavage of LC3-PLA2, NBD-HPC fluorescence, 1 h; inhibition, % at 8.33 µM; hit rate 0.51% among 340,000; AID 504462, 2011; in the data active = inhibition above about 40%
Target sequence (Q9Y4P1 whole entry, looked up): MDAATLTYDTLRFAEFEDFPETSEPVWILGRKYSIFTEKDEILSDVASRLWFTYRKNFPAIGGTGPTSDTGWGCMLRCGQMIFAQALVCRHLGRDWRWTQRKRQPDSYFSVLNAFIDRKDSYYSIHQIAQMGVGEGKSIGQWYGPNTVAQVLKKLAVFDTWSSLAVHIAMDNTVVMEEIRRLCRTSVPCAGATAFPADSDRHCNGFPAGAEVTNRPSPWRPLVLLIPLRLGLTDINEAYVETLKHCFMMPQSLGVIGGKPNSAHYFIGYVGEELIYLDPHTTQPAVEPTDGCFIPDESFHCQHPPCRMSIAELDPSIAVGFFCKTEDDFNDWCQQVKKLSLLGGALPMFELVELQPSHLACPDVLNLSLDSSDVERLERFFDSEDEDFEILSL
mIAP block – inhibitors of mouse IAP, primary screen, biochemical, luminescence, uHTS; purified mouse IAP, CDP-Star luminescence, 30 min; intestinal alkaline phosphatase [Mus musculus]; hit rate 0.2% among 330,000; inhibition, % at 10 µM;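 active = inhibition of at least 40% at 10 µM in the primary screen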;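 note: plate controls were DMSO with enzyme for no effect and no enzyme wells for full effect; values of inactives mirror those of a sister screen read the other way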
hIAP act – human IAP activators, primary screen, biochemical, luminescence, uHTS; Intestinal-type alkaline phosphatase (Homo sapiens), P09923; hit rate 0.16% among 330,000; purified human IAP, CDP-Star luminescence, 30 min; stronger effect = higher value; 1 = vehicle-only enzyme, 0 = enzyme-free background; AID 2524, 2010; activation factor at 10 µM;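 active = activation factor of the enzyme at least 2-fold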; note: the source names both 10 and 20 µM as test concentration; values of inactives mirror those of a sister screen read the other way
Starred values were filed as active, the others as inactive. Not a hit list, and some 2.4% of all compounds hit somewhere here.

SMILES	mIAP act	PfG6PD inh	HKDC1 inhibitor	APOBEC3A inh	hIAP inh	ATG4B inhibitor	mIAP block	hIAP act
NC(=O)CSc1nnc(-c2ccc(S(=O)(=O)N3CCCC3)cc2)o1	0.9	9	16	-6	7	-2	10	0.93
O=C(C1Cc2ccccc2CN1S(=O)(=O)c1cccs1)N1CCCCC1 (stereo not given)	0.94	1	-7	8	-6	5	6	1.1
O=c1c(-c2ccnn2-c2cccc(Cl)c2)cnc2n1CCS2	0.98	-4	7	-2	-26	-2	2	1.3
Cc1ccc2oc(=O)c3cnn(CC(=O)NCCC(C)C)c3c2c1	1.1	1	-4	-3	2	2	-6	0.98
Cc1ccc(C)c(NC(=S)NCC(c2cccnc2)N2CCOCC2)c1 (stereo not given)	1	-14	-1	6	-13	-7	-4	1.1
COc1ccc(NC(=O)CSCC(=O)N2CCCc3ccccc32)cc1	0.93	3	-2	4	-6	2	7	1.1
O=C(COc1ccc(Br)cc1)NCc1ccccn1	1.1	-9	-2	2	-11	0	-9	1.1
CCOC(=O)C(NCCCCl)c1ccccc1 (stereo not given)	0.93	-6	-4	-3	-17	-3	8	1.2
COc1cc2c3c(c1)c(N=NC(N)=S)c(O)n3C(C)(C)C=C2C	0.75	-9	2	3	0	-4	25	1
Cc1ccc(CSc2nc3ccncc3[nH]2)cc1	1	16	-2	-5	0	-2	-3	1
O=C(NCc1ccco1)Nc1cccc([N+](=O)[O-])c1	0.96	-10	-3	0	18	12	4	0.82
CN(CCC1CCOCC1)C(=O)CC1C(=O)NCCN1Cc1ccoc1 (stereo not given)	1.1	15	-7	0	-10	-3	-7	1.1
COc1ccc(-c2cc(C(F)F)n3ncc(C(=O)N4CCSCC4)c3n2)cc1	0.92	-8	-8	3	12	-14	8	0.88
COC(=O)[C@@H]1C[C@@]2(Br)c3ccccc3N(S(=O)(=O)c3ccccc3)[C@H]2N1C(=O)OC	0.96	-18	-2	2	20	3	4	0.8
Cn1c2c(c3cc([N+](=O)[O-])ccc31)CCCC2	0.92	-5	-7	-3	19	-5	8	0.81
Cc1ccc(N(CC(=O)NC2CC2)S(=O)(=O)c2ccccc2)c(C)c1	1.1	0	-1	-2	-10	2	-6	1.1

By substructure, those above containing a furan ring, fused or not (two)
SMILES	mIAP act	PfG6PD inh	HKDC1 inhibitor	APOBEC3A inh	hIAP inh	ATG4B inhibitor	mIAP block	hIAP act
O=C(NCc1ccco1)Nc1cccc([N+](=O)[O-])c1	0.96	-10	-3	0	18	12	4	0.82
CN(CCC1CCOCC1)C(=O)CC1C(=O)NCCN1Cc1ccoc1 (stereo not given)	1.1	15	-7	0	-10	-3	-7	1.1

(further entries)
SMILES	mIAP act	PfG6PD inh	HKDC1 inhibitor	APOBEC3A inh	hIAP inh	ATG4B inhibitor	mIAP block	hIAP act
O=C(CSc1ccc(-c2ccco2)nn1)NC1CCCC1	0.98	6	-3	4	-4	-5	2	1
c1ccc(C[C@H]2CN=C(Nc3ccccc3)N2CC2CCCCC2)cc1	1.2	-23	-6	-3	-14	7	-24	1.1
CCN(CC)S(=O)(=O)c1ccc(C(=O)NCC2(N3CCOCC3)CCCCC2)cc1	0.91	15	-5	0	-2	-64	9	1
Cc1cccc(C(C(=O)NC2CCCCC2)N(Cc2cccnc2)C(=O)c2csnn2)c1 (stereo not given)	1	-2	1	-2	-20	-7	-2	1.2
O=c1c2ccccc2c(=O)n2n1Cc1ccccc1C2	1.1	5	-1	0	-11	0	-11	1.1
Nc1nonc1C(=O)N/N=C\c1cc2c(cc1Cl)OCO2	1.1	5	0	3	9	7	-11	0.91
COc1ccc(NCc2cc(=O)oc3cc(NC(C)=O)ccc23)cc1	1	13	-1	4	13	-2	-4	0.87
CCOc1ccc(C(=O)N2CCN(Cc3ccccc3)CC2)cc1OCC	1.1	-11	-3	3	-16	3	-8	1.2
Cc1ccccc1C(=O)NCCn1cc(SCC(=O)NCC2CCCO2)c2ccccc21 (stereo not given)	0.92	9	-2	-2	4	4	8	0.96
c1ccc(Nc2nc(N3CCCC3)nc(N3CCCC3)n2)cc1	0.95	7	6	9	4	1	4	0.96
O=C(O)c1cccc2c1C(=O)c1ccc(-c3ccc(F)cc3OCc3ccccc3)cc1S2(=O)=O	0.93	-34	10	1	-2	39	7	1
COc1ccccc1CCN1CCCC(CN(C)CC(C)(C)CO)C1 (stereo not given)	1.1	-27	-4	0	-4	3	-8	1
CC(NC(=O)Cc1cccc(C(F)(F)F)c1)c1ccc(F)cc1 (stereo not given)	1	7	3	8	6	-11	-4	0.94
COCCOCC(=O)Nc1ccc(S(=O)(=O)Nc2cc(C)nc(C)n2)cc1	1	-12	3	-4	5	7	-1	0.95
Cc1ccc(C(=O)C[n+]2cc(Br)cc(Br)c2)cc1	0.95	3	-2	2	-25	-5	5	1.3
CC(C(=O)NC1=NCCS1)(C(F)(F)F)C(F)(F)F	0.94	0	-1	-1	5	3	6	0.95
CCn1c(C)nc2cc(OC)ccc21	1.1	4	-11	-3	5	1	-6	0.95
CN(O)/C=N/C(=S)Nc1ccc(Cl)cc1Cl	0.95	8	-13	-10	5	4	5	0.95
Cc1ccc(S(=O)(=O)/C(C#N)=C/c2c(N3CC(C)OC(C)C3)nc3ccccn3c2=O)cc1 (stereo not given)	0.83	11	-5	-1	-4	-3	17	1
Cc1ccc(NC(=O)COC(=O)/C=C/c2ccccc2)cc1S(=O)(=O)N1CCOCC1	1	1	11	3	-5	-8	-2	1.1
CCC(C)c1ccccc1N1CC(C(=O)N2CCN(S(=O)(=O)c3cccc([N+](=O)[O-])c3)CC2)CC1=O (stereo not given)	1	9	-2	1	4	-13	-1	0.96
O=C(Nc1cccc2ncccc12)c1ccc2c(c1)OCCO2	0.95	-11	0	0	-10	9	5	1.1
CN(C(=O)CSc1nnc(Nc2ccccc2F)s1)C1CCS(=O)(=O)C1 (stereo not given)	0.98	4	-6	-4	0	-1	2	1
CCc1c(O)nc(SCC(=O)N2CCCCC2)n(-c2ccccc2C)c1=O	1	-4	-8	-2	-4	-5	-4	1
COc1ccc(N2CCN(Cc3cc(=O)oc4cc5c(cc34)CCCC5)CC2)cc1	1.1	8	1	1	-23	-12	-7	1.2
COC(=O)C1=C(C)N(C(C)c2ccccc2)C(=O)/C1=C\c1ccco1 (stereo not given)	0.94	16	0	-1	24	1	6	0.76
COc1ccc(CCNS(=O)(=O)c2ccc(S(=O)(=O)N3CCCC3)cc2)cc1OC	0.97	-11	2	2	-3	0	3	1
O=C(CN(Cc1ccccc1Cl)C(=O)CCC(=O)Nc1nccs1)NCC1CCCO1 (stereo not given)	1.1	9	-5	-2	-6	-6	-5	1.1
N#C/C(=C\c1c(N2CCC(C(N)=O)CC2)nc2ccccn2c1=O)C(=O)NC1CCCCC1	0.99	16	-5	0	-7	-2	1	1.1
Cn1c(N)c(S(=O)(=O)N2CCN(c3ccccc3)CC2)c(=O)n(C)c1=O	0.96	0	-7	-4	-10	-17	4	1.1
O=C(O)c1ccccc1NS(=O)(=O)c1ccc(NN=Cc2ccc(F)cc2)c([N+](=O)[O-])c1	0.78	-32	4	-1	8	4	22	0.92
O=c1cc(C(F)(F)F)[nH]c(=O)n1C1CCCCC1	0.98	-10	-2	-2	4	-8	2	0.96
COc1ccc(Br)cc1CN(C)CC(=O)Nc1c(Cl)cccc1Cl	0.9	-25	-4	2	-24	29	10	1.2
Cc1ccc(C2C(=O)N(C3CCCC3)CC(=O)N2C2CCCCC2)cc1 (stereo not given)	1	-8	3	-2	3	0	0	0.97
COc1ccccc1N1CCN(C(=O)COc2ccc(Cl)cc2)CC1	0.98	9	-7	-8	1	-2	2	0.99
O=C(Nc1ccccc1Oc1cccnc1)C1CCCN(Cc2ccccc2O)C1 (stereo not given)	1	-14	3	1	-38	4	-5	1.4
COc1ccc(CCNc2cc(-c3ccccc3)nc3ncnn23)cc1	1	7	-1	-4	-16	-9	-1	1.2
CCC(COC)NCc1cn(-c2ccc(F)cc2F)nc1-c1ccccc1C (stereo not given)	0.96	-15	-8	4	1	0	4	0.99
O=C(O)CCNC(=O)c1cncc(Br)c1	0.98	-11	1	-4	3	-2	2	0.97
CCOC(=O)C1C(c2cccc([N+](=O)[O-])c2)C2C(=O)NN=C2CC1(C)O (stereo not given)	1	12	1	-1	5	15	-2	0.95

3 structures already listed, sorted by length of the SMILES, high to low:
SMILES	mIAP act	PfG6PD inh	HKDC1 inhibitor	APOBEC3A inh	hIAP inh	ATG4B inhibitor	mIAP block	hIAP act
CCOC(=O)C1C(c2cccc([N+](=O)[O-])c2)C2C(=O)NN=C2CC1(C)O (stereo not given)	1	12	1	-1	5	15	-2	0.95
Cc1ccc(C2C(=O)N(C3CCCC3)CC(=O)N2C2CCCCC2)cc1 (stereo not given)	1	-8	3	-2	3	0	0	0.97
COc1ccccc1N1CCN(C(=O)COc2ccc(Cl)cc2)CC1	0.98	9	-7	-8	1	-2	2	0.99

Carrying on.
SMILES	mIAP act	PfG6PD inh	HKDC1 inhibitor	APOBEC3A inh	hIAP inh	ATG4B inhibitor	mIAP block	hIAP act
O=C1CCCC2=C1C(c1cccs1)CC(=O)N2c1ccc(F)cc1 (stereo not given)	1	-5	-7	-3	-7	-33	-3	1.1
COc1ccc(NC(=O)CN2CCN(Cc3ccccc3)CC2)cc1	0.99	-14	-4	-8	-31	-1	1	1.3
Cc1cc(C(=O)Cn2cnc3ccccc3c2=O)c(C)n1C1CC1	1.1	-14	-1	-3	0	3	-6	1
COCCCN(Cc1cccs1)S(=O)(=O)c1csc(C(N)=O)c1	1	-10	-5	-2	-2	-2	-2	1
CCOc1ccccc1Nc1ncnc2ccc(Br)cc12	1	-8	0	-4	18	0	-1	0.82
C/C(=N\OC(=O)c1ccc(Br)cc1)c1ccccn1	1	34	-11	-2	1	-8	0	0.99
CCC(=O)NCCc1nc2cc(NC(=O)c3cccc([N+](=O)[O-])c3)ccc2n1C	1.1	9	0	-3	-10	14	-8	1.1
COc1ccc(S(=O)(=O)N2CCC[C@H]2C(=O)NC2=NCCS2)cc1	1.2	-17	6	1	-11	1	-22	1.1
Cc1ccc(S(=O)(=O)NCc2ccncc2)cc1C	1.1	-7	-10	-5	-8	1	-9	1.1
COc1ccccc1Oc1nc2ccccn2c(=O)c1/C=C(\C#N)C(=O)Nc1c(C)n(C)n(-c2ccccc2)c1=O	1	5	4	2	11	-4	0	0.89
O=S(=O)([O-])C(c1ccccc1)[n+]1ccccc1 (stereo not given)	0.92	-8	-2	-3	-3	-2	8	1
Oc1ccccc1N1CCN(C(c2ccccc2)c2ccccc2)CC1	0.99	-9	0	4	7	19	1	0.93
CC(=O)N1CCC2(CC1)C(C#N)=C(N)Oc1n[nH]c(C)c12	1.1	-16	1	-2	4	-1	-9	0.96
CCN(CC(=O)NCc1ccc(Cl)cc1)C(=O)CCC(=O)c1ccc(C)cc1	0.94	5	-1	-3	-11	2	6	1.1
COc1ccc(NS(=O)(=O)c2cccc(Cl)c2)cc1S(=O)(=O)N1CCCCC1	0.98	-14	-8	-4	-1	1	2	1
